LANA DNA inh – inhibitors of KSHV LANA C-terminal domain DNA binding. MBP-C-LANA/FAM-LBS DNA binding, fluorescence polarization. inhibition, % at 9 µM. 340,000 compounds, 0.078% hits;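 active = highest replicate inhibition at or above 60% at 9 µM, even if other replicates fall short; inactive = all replicates below 60% inhibition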;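 note: 0% = neutral control wells and 100% = 4 µM acridine orange control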
DAGLB inh – diacylglycerol lipase beta (human) inhibition; Q8NCG7; HEK293T DAGLB membrane lysate, EnzChek fluorogenic substrate; inhibition, % at 5.17 µM; 340,000 compounds, 0.059% hits; AID 504411; in the data active = inhibition above about 34%;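 note: 0% = enzyme with vehicle and 100% = wells lacking enzyme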
Target sequence (Q8NCG7 whole entry, looked up): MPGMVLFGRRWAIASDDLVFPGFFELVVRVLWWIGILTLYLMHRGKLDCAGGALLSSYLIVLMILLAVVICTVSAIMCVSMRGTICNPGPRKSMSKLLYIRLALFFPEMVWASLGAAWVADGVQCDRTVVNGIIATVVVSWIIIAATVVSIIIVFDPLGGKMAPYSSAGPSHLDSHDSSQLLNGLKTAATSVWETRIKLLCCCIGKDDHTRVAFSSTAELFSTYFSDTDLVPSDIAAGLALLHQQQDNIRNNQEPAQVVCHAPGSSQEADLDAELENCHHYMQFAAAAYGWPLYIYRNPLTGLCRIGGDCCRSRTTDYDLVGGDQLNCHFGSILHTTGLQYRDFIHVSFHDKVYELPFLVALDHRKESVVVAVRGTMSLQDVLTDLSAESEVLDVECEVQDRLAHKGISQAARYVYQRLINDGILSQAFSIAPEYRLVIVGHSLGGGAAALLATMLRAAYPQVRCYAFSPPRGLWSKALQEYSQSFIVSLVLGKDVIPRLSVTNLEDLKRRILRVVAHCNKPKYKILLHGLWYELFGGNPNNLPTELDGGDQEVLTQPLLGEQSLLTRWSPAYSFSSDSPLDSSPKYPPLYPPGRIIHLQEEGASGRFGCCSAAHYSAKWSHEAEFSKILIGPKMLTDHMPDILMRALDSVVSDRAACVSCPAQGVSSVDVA
PKA-R2B activ – PKA-R2B complex activation; PKA-R2B holoenzyme dissociation, Cy5-IP20 fluorescence polarization; R2B truncated from residue 108, S112A mutant; 0% DMSO only, 100% 113 µM cGMP; activation, % at 11.4 µM; P22694+P31323; 340,000 compounds, 0.079% hits;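 active = activation above a cutoff set at the mean over all compounds plus 3 SD, cut at about 18% in these data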;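 note: higher means more holoenzyme dissociation and a rise in polarization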
Keap1-Nrf2 PPI – disrupts human Keap1 binding to Nrf2 peptide. Q14145. inhibition, % at 9.4 µM. 340,000 compounds, 0.15% hits. Keap1 Kelch-Nrf2 peptide fluorescence polarization, 1536-well; in the data active = inhibition above about 12%;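 note: human Keap1 Kelch domain with fluorescein labeled Nrf2 9mer peptide probe; 0% = neutral control wells and 100% = peptide positive control; higher means more block of Keap1 binding to Nrf2 peptide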
NSD2 inh – NSD2 (human) methyltransferase inhibition; NSD2 peptide methylation, AlphaScreen, 120 min; inhibition, % at 12.5 µM; 310,000 compounds, 0.54% hits; AID 743445; in the data active = inhibition above about 50%
Arrestin-AP2 inh – blocks beta-arrestin peptide binding to AP2 adaptin. FITC-arrestin peptide / GST-AP2 beads, flow cytometry; AP2 beta2 appendage carries R879A mutation. inhibition, % at 10 µM. 340,000 compounds, 0.31% hits. AID 504490;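 active = inhibition above a set limit, near 3 SD of compounds lacking own fluorescence, cut at about 54% in these data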;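 note: plate controls were DMSO wells for no effect and 5 µM unlabelled arrestin peptide for full effect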
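Assay system: GST-AP2 R879A bound to glutathione beads, E. coli-expressed; Medium: PBS with 0.05% Tween 20 and 0.1% BSA; Also added: fluorescein-tagged arrestin peptide at 50 nM final; Timing: 12 min plus 1 h, RT; Measured by: flow cytometry, FL1 (488/535 nm); Evaluation: percent drop in bead-associated FITC signal.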
RTF Ca sens inh – cardiac RTF calcium desensitization | P19429+P45379 | IANBD-labeled cardiac RTF, Ca2+ fluorescence | inhibition, % at 7.15 µM | 340,000 compounds, 0.12% hits | AID 493244;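 active = inhibition above the mean inhibition of all tested compounds plus 3 SD, cut at about 17% in these data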;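 note: assay run at fixed EC70 calcium of 1.6 mM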
SR-BI DiI-HDL act – SR-BI HDL lipid transfer activation | CHO ldlA[mSR-BI] cells, DiI-HDL uptake fluorescence, 3 h; 100 = double the neutral-control signal | activation, % at 12.5 µM | 320,000 compounds, 0.096% hits | AID 504775;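 active = mean replicate activation of at least 60% and every replicate at or above 60%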;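 note: 0% = median plate neutral-control signal and 100% = twice that signal; values of inactives mirror those of a sister screen read the other way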
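Material: SR-BI-overexpressing, LDLR-lacking CHO cells; schedule: compound exposure 3 h, 37 °C; reagent: DiI-labelled HDL at 10 µg/mL final; technique: bottom-read fluorescence, 550/595 nm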
PvdQ inh – P. aeruginosa PvdQ acylase inhibition | inhibition, % at 10 µM | purified PvdQ acylase, fluorescence plate reader | 340,000 compounds, 0.063% hits; in the data active = inhibition above about 30%, passing the limit was not always enough;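 note: 0% = vehicle neutral wells and 100% = reference inhibitor wells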
SR-BI HDL uptake – blocks mouse SR-BI lipid uptake from DiI-HDL. 320,000 compounds, 0.96% hits. Q61009. inhibition, % at 12.5 µM. ldlA[mSR-BI] CHO cells, DiI-HDL uptake fluorescence, 3 h;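 active = mean replicate inhibition of at least 70% and a set share of replicates each scoring 70 or more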;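 note: 0% = median of neutral control wells and 100% = median of positive control wells; values of inactives mirror those of a sister screen read the other way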
Numbers without * were called inactive; . = no result given; & = joins results of further samples; ! = a repeat was not active. Some of the compounds tested; count on the stated rates, not on these rows.

The line under a structure holds: LANA DNA inh	DAGLB inh	PKA-R2B activ	Keap1-Nrf2 PPI	NSD2 inh	Arrestin-AP2 inh	RTF Ca sens inh	SR-BI DiI-HDL act	PvdQ inh	SR-BI HDL uptake
(1) O=C(c1ccc2c(c1)OCO2)C1CCCN(Cc2ccc(F)c(F)c2)C1 (stereo unspecified)
→ -1.4	-7	-6	-1	-1	0	-3	-1	-9	1
(2) COc1ccc(C(=O)C2CCCN(Cc3ccc(C)s3)C2)c(OC)c1 (stereo unspecified)
→ -0.9	-6	4	-5	-1	-16	1	20	-6	-20
(3) COc1ccc(CCNCc2ccc(C)s2)cc1OC
→ -0.6	-2	1	1	8	35	-11	6	6	-6
(4) COc1ccc(CN2CCN(C(=O)Cc3ccccc3)CC2)cc1Br
→ 2.3	-1	-9	-5	0	-8	-1	-26	-18	26
(5) CC(C)C[C@H]1C(=O)N2CCC[C@H]2[C@]2(O)O[C@](NC(=O)[C@@H]3C=C4c5cccc6[nH]cc(c56)C[C@H]4N(C)C3)(C(C)C)C(=O)N12
→ 67*	-5	-15	34*	.	21	-90	-1	5	1
(6) O=C(Cc1ccccc1)OCc1ccccc1
→ -2.3	-6	-4	3	.	12	2	9	-12	-9
(7) CC(=O)c1ccc(NC(=O)N2C[C@H]3C[C@@H](C2)c2cccc(=O)n2C3)cc1
→ -1.5	-2	3	5	.	7	-1	14	-15	-14
(8) CCCCn1nc(C)c(C(=O)O)c1Cl
→ -2.1	0	-1	-1	0	7	-4	8	-1	-8
(9) Cc1ccnc(-n2c(-c3ccccc3)nc3ccccc3c2=O)c1
→ 0.8	-1	7	-5	6	3	-5	-36	-7	36
(10) COc1ccc(C(CC(=O)N2CCC3(CC2)OCCO3)NS(=O)(=O)c2ccc(C)cc2)cc1 (stereo unspecified)
→ -1.0	3	0	3	-1	14	-5	26	-6	-26
(11) O=c1[nH]c(=O)n(-c2cccc(Cl)c2)c(O)c1/C=N/c1ccccn1
→ 7.5	2	-6	-9	1	-10	-4	-2	-10	2
(12) Cc1ccc(N=Cc2c(O)n(-c3ccc(C)cc3)c(=O)[nH]c2=O)cc1
→ 0.6	-2	0	-1	.	4	-5	-10	-13	10
(13) CCOc1ccc(NC2=NCCCS2)cc1
→ 2.1	1	-3	6	-2	-2	-5	.	-7	.
(14) CNc1ccc2nc3ccccc3[n+](C)c2c1
→ 18	4	-4	8	81*	16	-1	-3	-10	3
(15) O=C(NC(Cc1ccccc1)C(=O)N1CCC2(CC1)OCCO2)C1CCCCC1 (stereo unspecified)
→ -3.2	-4	-11	-2	.	-1	-2	10	-7	-10
(16) CC(=O)N(C1=NCCCS1)c1ccc(Cl)cc1
→ 0.8	-2	3	5	-4	9	-9	7	-8	-7
(17) COC(=O)CC1=C(C(=O)OC)C2(C(=O)N(C)c3ccccc32)C(C#N)=C(N)O1 (stereo unspecified)
→ 0.8	-1	6	-3	9	-13	-4	9	-6	-9
(18) CC(C)C(=O)N1CCN(CCN=Cc2c(O)n(C)c(=O)n(C)c2=O)CC1
→ 0.2	-4	-3	3	-2	3	-3	-2	-5	2
(19) C[n+]1c(-c2ccccc2)sc2ccccc21
→ 2.5	-3	4	-1	2	30	2	-9	3	9
(20) CCN1CCN(C(=O)COc2ccc3oc4c(c3c2)CCCC4)CC1
→ 1.5	-3	-7	-1	5	-1	3	-72	1	72*
(21) C[C@]12C[C@H](O)[C@@H](O)CC1=CCC1C2CC[C@@]2(C)C1CC[C@@H]2O (stereo partly specified)
→ -0.4	-1	-6	2	0	-8	0	7	-14	-7
(22) Cc1nn(Cc2ccccc2)c(Cl)c1C(=O)Nc1ccc(OC(F)(F)F)cc1
→ -1.0	-3	-5	-2	-1	1	-11	0	-11	0
(23) N/C(=N\[N+](=O)[O-])N/N=C/c1ccc(O)cc1
→ -0.7	1	9	-1	2	4	-12	12	-1	-12
(24) Nc1ccccc1C(=O)c1ccccc1
→ -0.3	-1	-6	5	.	-3	-7	5	-10	-5
(25) Fc1ccc(CNCCc2ccc3c(c2)OCO3)cc1
→ -0.3	-3	-16	-3	17	-7	1	0	-5	0
(26) Cc1cc(/C=C2\C(=O)NC(=O)N(Cc3ccco3)C2=O)c(C)n1-c1ccc(O)cc1
→ 2.5	5	-8	-8	8	2	-12	-20	-19	20
(27) CCOC(=O)C1(CCOc2ccccc2)CCN(Cc2ccc(C)s2)CC1
→ 1.1	-9	-2	3	2	57*	0	-4	6	4
(28) CN1CC[C@@]2(C)c3cc(O)ccc3N(C)C2O1 (stereo partly specified)
→ 0.9	-1	-4	0	.	5	-11	9	-7	-9
(29) C=CCn1c(O)c(C(C)=NCc2cc(OC)cc(OC)c2)c(=O)[nH]c1=O
→ -0.5	-1	1	-6	0	-2	5	7	-11	-7
(30) CCOC(=O)C1(Cc2ccc(Cl)cc2)CCN(C(C)CCn2cccn2)CC1 (stereo unspecified)
→ 1.3	2	4	1	-1	6	-9	11	-10	-11
(31) COc1cccc(-c2cc(C(F)(F)F)n3nc(C(=O)N4CCC5(CC4)OCCO5)cc3n2)c1
→ -1.5	-3	2	2	-5	0	-4	-35	1	35
(32) CC(=O)OC1(c2ccccc2)CC(C(C)(C)C)CN(C(C)(C)C)C1 (stereo unspecified)
→ -2.3	0	-5	-5	-1	-9	-1	33	-5	-33
(33) CC(=O)c1cc(C(C)=O)c(C)[n+](C)c1C
→ 0.4	0	-8	-2	0	1	5	20	-3	-20
(34) Cc1ccc(N2C(=O)NC(=O)/C(=C/c3ccoc3)C2=O)cc1
→ 32	-4	3	-64	90*	-1	-12	.	-12	.
(35) CN(C)[C@@H]1C(=O)C(C(N)=O)=C(O)[C@@]2(O)C(=O)C3=C(O)c4c(O)cccc4[C@@](C)(O)[C@H]3[C@H](O)[C@@H]12
→ 124*	3&3	-6&10	-2&-9	.	13&10	20*!	-22&-30	-3&-4	39&30
(36) CC(C)(C)c1ccc(CN2C(=O)CN=C(c3ccccc3)c3ccccc32)cc1
→ -0.9	-5	-2	-3	-2	24	-4	15	1	-15
(37) Cn1cccc1/C=C1\C(=O)NC(=O)N(Cc2ccccc2)C1=O
→ 2.0	15	13	3	1	22	-6	.	-4	.
(38) Cc1ccccc1-c1nc2ccccc2c(=O)n1C
→ -0.5	1	2	-3	10	9	0	3	-12	-3
(39) S=C=Nc1ccccn1
→ 3.0	-2	-9	-2	.	-6	-2	23	-15	-23
(40) CN(C)C(=O)Oc1ccc2c(=O)c(Oc3ccccc3Br)coc2c1
→ -0.7	2	3	-5	1	4	-3	-8	-13	8

In the list so far, 6 have an aryl methoxy group:
The line under a structure holds: LANA DNA inh	DAGLB inh	PKA-R2B activ	Keap1-Nrf2 PPI	NSD2 inh	Arrestin-AP2 inh	RTF Ca sens inh	SR-BI DiI-HDL act	PvdQ inh	SR-BI HDL uptake
(2) COc1ccc(C(=O)C2CCCN(Cc3ccc(C)s3)C2)c(OC)c1 (stereo unspecified)
→ -0.9	-6	4	-5	-1	-16	1	20	-6	-20
(3) COc1ccc(CCNCc2ccc(C)s2)cc1OC
→ -0.6	-2	1	1	8	35	-11	6	6	-6
(4) COc1ccc(CN2CCN(C(=O)Cc3ccccc3)CC2)cc1Br
→ 2.3	-1	-9	-5	0	-8	-1	-26	-18	26
(10) COc1ccc(C(CC(=O)N2CCC3(CC2)OCCO3)NS(=O)(=O)c2ccc(C)cc2)cc1 (stereo unspecified)
→ -1.0	3	0	3	-1	14	-5	26	-6	-26
(29) C=CCn1c(O)c(C(C)=NCc2cc(OC)cc(OC)c2)c(=O)[nH]c1=O
→ -0.5	-1	1	-6	0	-2	5	7	-11	-7
(31) COc1cccc(-c2cc(C(F)(F)F)n3nc(C(=O)N4CCC5(CC4)OCCO5)cc3n2)c1
→ -1.5	-3	2	2	-5	0	-4	-35	1	35

The listing continues.
| no. | molecule | LANA DNA inh | DAGLB inh | PKA-R2B activ | Keap1-Nrf2 PPI | NSD2 inh | Arrestin-AP2 inh | RTF Ca sens inh | SR-BI DiI-HDL act | PvdQ inh | SR-BI HDL uptake |
| --- | --- | --- | --- | --- | --- | --- | --- | --- | --- | --- | --- |
| 41 | O=C1NC(=S)NC(=O)C1C1CCCCC1 | -2.2 | -2 | 2 | 1 | 0 | 9 | 3 | 14 | 6 | -14 |
| 42 | O=c1[nH]c(=S)n(-c2ccccc2F)c(O)c1C=NCc1ccco1 | 1.9 | 2 | 8 | -3 | 2 | 1 | -2 | 38 | -8 | -38 |
| 43 | CCCCn1c(O)c(C(C)=NCCN2CCCCC2)c(=O)[nH]c1=O | 1.4 | 0 | -4 | -4 | 2 | 14 | -2 | 32 | 4 | -32 |
| 44 | COC(=O)C1=C(c2ccc(F)cc2OCc2ccccc2)C[C@@H]2CC[C@H]1N2C | 0.7 | -1 | 6 | 1 | . | 12 | -19 | 18 | 6 | -18 |
| 45 | O=C1C(=O)N(c2ccccc2)P(=O)(N(CCCl)CCCl)N1c1ccccc1 | -0.1 | 1 | -6 | 2 | 0 | -10 | -7 | 24 | -6 | -24 |
| 46 | COc1cc(OC)c(OC)cc1CNCCc1ccc(F)cc1 | 0.1 | 1 | 2 | 1 | 6 | 9 | -7 | 2 | -9 | -2 |
| 47 | COC12CCC3(CC1C(C)(O)C(C)(C)C)[C@H]1Cc4ccc(OC5OC(C(=O)O)[C@@H](O)C(O)[C@H]5O)c5c4[C@@]3(CCN1CC1CC1)C2O5 (stereo partly specified) | -1.8 | -4 | -3 | -1 | . | 7 | -5 | -17 | -2 | 17 |
| 48 | CCN(CC)CCCC(C)N=C(c1ccccc1)c1c(O)n(C)c(=O)n(C)c1=O (stereo unspecified) | -2.9 | -2 | 8 | -1 | 8 | 7 | -7 | 15 | -15 | -15 |
| 49 | CC(C)NP(=O)(NC(C)C)OP(=O)(NC(C)C)NC(C)C | 0.1 | -1 | 4 | 0 | . | 5 | 12 | 3 | 13 | -3 |
| 50 | CCOC(=O)C1(CCc2ccccc2)CCN(C(C)CSC)CC1 (stereo unspecified) | -1.8 | -1 | 0 | -2 | -1 | 8 | -11 | 1 | -9 | -1 |
